hIAP act: human IAP activation; AID 2524; purified human IAP, CDP-Star luminescence, 30 min; hits give high values; 1 = vehicle-only enzyme, 0 = enzyme-free background; hit rate 0.16% among 330,000; activation factor at 10 µM; P09923;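 active = activation factor of the enzyme at least 2-fold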; also: the source names both 10 and 20 µM as test concentration; values of inactives mirror those of a sister screen read the other way
Target sequence (P09923 whole entry, looked up): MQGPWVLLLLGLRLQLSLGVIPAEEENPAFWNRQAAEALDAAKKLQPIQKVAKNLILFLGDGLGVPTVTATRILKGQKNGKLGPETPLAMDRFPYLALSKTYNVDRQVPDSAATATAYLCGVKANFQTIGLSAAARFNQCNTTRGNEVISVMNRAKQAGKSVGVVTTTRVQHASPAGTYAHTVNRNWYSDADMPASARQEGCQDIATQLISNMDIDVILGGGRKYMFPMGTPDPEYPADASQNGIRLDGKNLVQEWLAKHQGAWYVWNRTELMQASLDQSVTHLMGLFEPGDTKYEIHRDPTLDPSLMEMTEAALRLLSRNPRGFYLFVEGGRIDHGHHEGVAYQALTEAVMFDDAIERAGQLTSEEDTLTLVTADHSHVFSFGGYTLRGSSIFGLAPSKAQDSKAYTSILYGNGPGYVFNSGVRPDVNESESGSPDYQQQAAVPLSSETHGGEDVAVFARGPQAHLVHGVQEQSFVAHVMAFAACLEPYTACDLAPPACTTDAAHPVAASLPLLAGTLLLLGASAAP
mIAP block: blocks mouse intestinal alkaline phosphatase; purified mouse IAP, CDP-Star luminescence, 30 min; inhibition, % at 10 µM; hit rate 0.2% among 330,000; AID 2806;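 active = inhibition of at least 40% at 10 µM in the primary screen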;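 also: plate controls were DMSO with enzyme for no effect and no enzyme wells for full effect; values of inactives mirror those of a sister screen read the other way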
mIAP activ: mouse IAP activation; activation factor at 10 µM; muIAP, CDP-Star luminescence, 30 min; hits give high values; 1 = vehicle-only enzyme signal, 0 = enzyme-free wells; hit rate 0.24% among 330,000; AID 2805;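 active = activation factor of at least 2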; also: the source names both 10 and 20 µM as test concentration; values of inactives mirror those of a sister screen read the other way
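Assay system: mouse IAP enzyme; Reagent: CDP-Star chemiluminescent phosphatase substrate; Compound: DMSO-dissolved test compounds; Incubation: 30 min, room temperature; Technique: luminescence from enzymatic CDP-Star hydrolysis; Controls: DMSO-only wells and no-enzyme negative control.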
APOBEC3G inh: APOBEC3G (human) deaminase inhibition | Q9HC16 | AID 493012 | recombinant A3G, ssDNA deamination FAM/TAMRA fluorescence | hit rate 0.28% among 330,000 | inhibition, % at 20 µM;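 active = inhibition of at least 40% at 20 µM, with no more than 30% in the related APOBEC3A deaminase screen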;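 also: plate controls were DMSO wells with A3G for no effect and wells lacking A3G enzyme for full effect; some compounds called inactive have numbers as strong as hits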
ATG4B inhibitor: blocks human ATG4B protease cleavage of LC3 substrate; inhibition, % at 8.33 µM; ATG4B cleavage of LC3-PLA2, NBD-HPC fluorescence, 1 h; hit rate 0.51% among 340,000; Q9Y4P1; in the data active = inhibition above about 40%
hIAP block: blocks human intestinal alkaline phosphatase. P09923. purified IAP, CDP-Star luminescence, 30 min. hit rate 0.12% among 330,000. AID 2544. inhibition, % at 10 µM;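 active = inhibition reaching a set limit with compound at 10 µM in the primary screen, cut at about 35% in these data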;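 also: plate controls were DMSO wells with enzyme for no effect and no-enzyme buffer wells for full effect; values of inactives mirror those of a sister screen read the other way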
beta cell repl: MIN6 beta-cell proliferation induction | MIN6 cells proliferation, ATPlite luminescence, 48 h; cells starved in 0.2% serum; 100% = growth in 10% serum | proliferation, % at 10 µM | hit rate 0.29% among 330,000 | AID 2380;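 active = compounds whose signal lies at least 3.5 SD above the mean of all wells on their plate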;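 also: 0% = DMSO-treated cells in low-serum medium and 100% = 10% serum control; some compounds called inactive have numbers as strong as hits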
A3A deaminase: human APOBEC3A DNA deaminase inhibition; recombinant A3A, FAM/TAMRA ssDNA deamination fluorescence; inhibition, % at 20 µM; hit rate 0.41% among 330,000;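 active = at least 40% inhibition at 20 µM here, with at most 30% in a related deaminase screen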;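 also: plate controls were A3A with DMSO for no effect and wells lacking A3A enzyme for full effect; some results filed as inactive read as strong as hits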
Target sequence (P31941 whole entry, looked up): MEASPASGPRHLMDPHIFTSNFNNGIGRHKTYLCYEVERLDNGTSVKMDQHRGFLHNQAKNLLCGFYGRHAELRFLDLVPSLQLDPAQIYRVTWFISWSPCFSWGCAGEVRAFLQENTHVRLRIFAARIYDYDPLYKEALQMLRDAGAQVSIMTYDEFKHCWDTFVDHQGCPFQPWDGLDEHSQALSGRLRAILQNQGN
MPTP inh: inhibitors of mitochondrial permeability transition pore. inhibition, % at 10 µM. hit rate 1.4% among 360,000. isolated mouse mitochondria, Ca2+ swelling absorbance, 30 min. AID 602449;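 active = inhibition of 50% or more, scaled per plate between neutral and stimulator controls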;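 also: 0% = DMSO wells given calcium and 100% = 1 mM EGTA wells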
Starred values were filed as active, the others as inactive; . = not tested or not shown.

SMILES | hIAP act | mIAP block | mIAP activ | APOBEC3G inh | ATG4B inhibitor | hIAP block | beta cell repl | A3A deaminase | MPTP inh
Cc1cccc(C(=O)NCc2nnc(SCC(=O)NC3CCCC3)n2C)c1 | 1.3 | 5 | 0.95 | -8 | 0 | -25 | 1 | -3 | -0.7
Cc1cc(N)n(-c2ccccn2)n1 | 0.89 | 0 | 1 | 3 | -3 | 11 | -1 | 1 | 0.7
O=C(O)CCNC(=O)/C(=C/C=C/c1ccccc1)NC(=O)c1ccccc1 | 1.1 | -6 | 1.1 | -6 | 0 | -9 | 0 | -2 | 0.1
Cc1cc2c(s1)c1cnn(-c3ccccc3)c(=O)c1n2C | 1 | 1 | 0.99 | -8 | 0 | -1 | 1 | -4 | 0.8
CCNC(=S)Nc1sc2c(c1C#N)CCC(C)C2 (stereo not drawn) | 0.88 | 15 | 0.85 | 1 | 4 | 12 | 0 | -3 | 11
O=C(/C=C/c1ccc(O)cc1)c1c(O)cc(O)cc1O | 0.94 | 16 | 0.84 | -8 | -7 | 6 | -1 | -4 | -0.2
COc1ccc(NS(=O)(=O)c2ccc(N3CCOCC3)c(NC(=O)c3ccccc3Cl)c2)cc1 | 1 | -4 | 1 | -3 | -9 | -4 | 1 | 5 | -6.8
C/C(=N\Nc1cccc2cccnc12)c1ccccc1O | 0.96 | 8 | 0.92 | -1 | 1 | 4 | -2 | -2 | 1.0
CCn1c(SCC(=O)Nc2cccc(C)c2)nc2nc3c(cc2c1=O)COC(C)(C)C3 | 0.93 | 11 | 0.89 | 3 | -8 | 7 | -2 | 2 | 6.4
CCOC(=O)Cc1cc(=O)[nH]c(/N=C(\N)Nc2ccc(C)c(C)c2)n1 | 1.7 | -11 | 1.1 | 2 | -6 | -74 | 2 | 4 | -0.9

4 entries from above, with values under each structure:
Below each SMILES: hIAP act	mIAP block	mIAP activ	APOBEC3G inh	ATG4B inhibitor	hIAP block	beta cell repl	A3A deaminase	MPTP inh
- Cc1cccc(C(=O)NCc2nnc(SCC(=O)NC3CCCC3)n2C)c1
  1.3	5	0.95	-8	0	-25	1	-3	-0.7
- CCn1c(SCC(=O)Nc2cccc(C)c2)nc2nc3c(cc2c1=O)COC(C)(C)C3
  0.93	11	0.89	3	-8	7	-2	2	6.4
- CCNC(=S)Nc1sc2c(c1C#N)CCC(C)C2 (stereo not drawn)
  0.88	15	0.85	1	4	12	0	-3	11
- CCOC(=O)Cc1cc(=O)[nH]c(/N=C(\N)Nc2ccc(C)c(C)c2)n1
  1.7	-11	1.1	2	-6	-74	2	4	-0.9

(next part)
SMILES | hIAP act | mIAP block | mIAP activ | APOBEC3G inh | ATG4B inhibitor | hIAP block | beta cell repl | A3A deaminase | MPTP inh
CCCSc1nc2cc(C)c(C)cc2n1CC(C)O (stereo not drawn) | 1 | 1 | 0.99 | -5 | -20 | -4 | 2 | 1 | 1.8
CC1CCC(C(C)C)C(OCC(O)CNC(C)C)C1 (stereo not drawn) | 1.2 | 0 | 1 | -9 | -3 | -17 | -1 | -8 | 2.7
O=C(N/C(=C/c1ccc(F)cc1)C(=O)N1CCCC1)c1ccccc1 | 0.91 | -3 | 1 | -10 | -1 | 9 | 0 | -3 | -1.9
O=C(COc1cccc2ccccc12)N/N=C/c1ccc(Sc2nc3ccccc3s2)o1 | 1.2 | 1 | 0.99 | -10 | -5 | -21 | -6 | -7 | 4.4
COc1ccc(Cl)cc1Nc1cc(C)nc2nc(C)nn12 | 1 | 10 | 0.9 | -2 | 3 | 0 | -2 | -2 | -3.2
O=C(/C=C\c1ccco1)Nc1ccc(N2CCN(C(=O)c3ccccc3)CC2)cc1 | 1 | -3 | 1 | -4 | -9 | -1 | 0 | 4 | 0.1
Cc1cc(NC(=O)CSc2n[nH]c(-c3ccccc3Br)n2)no1 | 1 | 9 | 0.91 | -6 | 1 | -5 | 1 | 1 | -0.4
COc1ccccc1CCCNC(=O)C1CCC(=O)N(Cc2ccccc2F)C1 (stereo not drawn) | 1.2 | -5 | 1 | -5 | 6 | -22 | 6 | -3 | -1.7
CN1/C(=C\C=Nc2ccc3ccccc3c2)C(C)(C)c2ccccc21 | 0.87 | 6 | 0.94 | -5 | . | 13 | -5 | -5 | 49
Cc1cc(/C=C2\Sc3ccccc3N2C)cc(C)[n+]1CC1CCCO1 (stereo not drawn) | 1.1 | 9 | 0.91 | 11 | 2 | -6 | -5 | 29 | 75*
CCOc1ccc(C(=O)N2CCN(c3cnn(-c4ccccc4)c(=O)c3Cl)CC2)cc1 | 0.99 | 10 | 0.9 | -3 | -5 | 1 | 1 | 0 | -1.1
CS(=O)(=O)Oc1ccc(/C=C2\C(=N)N3N=C(CC(=O)N4CCOCC4)SC3=NC2=O)cc1Cl | 1 | 6 | 0.94 | 1 | 2 | -2 | -2 | 2 | -0.9
Cc1cccc(N2CCN(C(=O)C3CCN(S(=O)(=O)N4CCOCC4)CC3)CC2C)c1 (stereo not drawn) | 1 | -14 | 1.1 | -2 | -3 | -3 | -1 | -1 | 0.8
CCOC(=O)C1=C(C)OC(N)=C(C#N)C1c1ccc(C)s1 (stereo not drawn) | 0.95 | -6 | 1.1 | -19 | -2 | 5 | -3 | -6 | -0.4
Cc1cccc(C)c1NC(=O)CNC(=O)C1CCCC1 | 1.1 | 4 | 0.96 | -1 | 3 | -12 | -2 | 0 | -0.8
O=C(OCN1C(=O)c2ccccc2C1=O)c1cccc(S(=O)(=O)N2CCOCC2)c1 | 0.87 | 4 | 0.96 | -4 | -3 | 13 | -1 | 0 | 1.2
N#Cc1c(-c2cccc(Cl)c2)[nH]c(=S)[nH]c1=O | 0.78 | 6 | 0.94 | -5 | 1 | 22 | 2 | -2 | 1.0
CC(=O)Oc1ccc2c(c1)O/C(=C\c1ccncc1)C2=O | 1.1 | 13 | 0.87 | -11 | -2 | -14 | -1 | -1 | 0.8
Cc1cc(C)c[n+](C(C)C(=O)c2ccc(Cl)cc2)c1 (stereo not drawn) | 0.72 | -5 | 1.1 | -7 | -1 | 28 | -1 | -6 | 0.7
COc1ccc(S(=O)(=O)NCc2ccccc2Cl)cc1OC | 1.1 | 0 | 1 | 1 | -7 | -10 | -3 | -3 | -2.3
CCOC(=O)c1ccc(NC(=O)CN2C(=O)C(C)SC(C)C2=O)cc1 (stereo not drawn) | 1 | -9 | 1.1 | 0 | -7 | -4 | -1 | 1 | 0.7
Cc1ccc(C(=O)NC(=S)NNC(=O)c2ccccc2[N+](=O)[O-])cc1 | 1 | 17 | 0.83 | 18 | -5 | -3 | 1 | -6 | -2.0
CC(C)C(=O)N1CCN(c2nc(-c3ccccc3)c3c(c2C#N)CCCC3)CC1 | 1.2 | 2 | 0.98 | -4 | 11 | -22 | -6 | -2 | 3.1
COCCNC(=O)CCc1c(C)nc2c(c(C)nn2-c2ccc(C)cc2)c1C | 1 | -15 | 1.2 | -6 | -4 | -4 | -2 | -6 | -0.2
O=C1C2C3C=CC(CC3)C2C(=O)N1/N=C/c1c[nH]c2ccccc12 (stereo not drawn) | 0.97 | -1 | 1 | -8 | -2 | 3 | -2 | -5 | -1.7
CC1CCc2nc3ccc(S(=O)(=O)N4CCC(C(=O)O)CC4)cc3c(C(=O)O)c2C1 (stereo not drawn) | 1.1 | 7 | 0.93 | -8 | 0 | -8 | -2 | -1 | -0.4
COc1ccc(NC(=O)CC(C)NCCCN2CCCC2=O)cc1 (stereo not drawn) | 1.1 | -2 | 1 | -8 | -1 | -12 | -2 | -3 | -0.4
Cc1cccc(CN2C(=O)CSc3ccc(C(=O)NC4CC4)cc32)c1 | 0.9 | 4 | 0.96 | -8 | -5 | 10 | 0 | -1 | 0.2
CCOc1ccc(OCC(=O)OCn2c(SC)nnc(C)c2=O)cc1 | 0.95 | 0 | 0.99 | -5 | 7 | 5 | 0 | 4 | -0.8
Cc1cc(NS(=O)(=O)c2ccc(NC(=O)C(C)Oc3ccc(C(C)C)cc3)cc2)no1 (stereo not drawn) | 1 | -3 | 1 | -4 | -5 | -4 | 0 | -2 | 0.2
CCc1ccc(-n2c(=S)sc3c(=O)n(-c4ccccc4C)c(SCC(=O)O)nc32)cc1 | 1.1 | 0 | 1 | -4 | 1 | -5 | -1 | -1 | -0.4
O=C1NC(Cc2ccc(O)cc2)c2nc3ccccc3c(=O)n2-c2cc(Cl)ccc21 (stereo not drawn) | 0.9 | -15 | 1.1 | -5 | . | 10 | -3 | -2 | .
CC(=O)C1=C(O)CCCC1=NCc1nc2ccccc2[nH]1 | 1.1 | -6 | 1.1 | -12 | 7 | -11 | -1 | 1 | 1.5
COc1ccc(/C(C)=N/NC(=O)CNC(=O)c2cccnc2)cc1OC | 0.96 | -2 | 1 | -6 | -7 | 4 | 0 | 2 | -1.6
CC(C)(NC(=O)c1cc(Cl)c2ccccc2c1O)C(=O)O | 0.97 | 3 | 0.97 | 4 | 6 | 3 | 0 | 3 | 0.8
O=C(CC(c1ccc(F)cc1)c1ccco1)Nc1nccs1 (stereo not drawn) | 0.89 | 0 | 1 | 53* | -5 | 11 | -3 | 2 | 1.7
O=C(Cc1cccs1)Nc1ccc(-c2nnn(CC(=O)N3CCOCC3)n2)cc1 | 0.92 | 8 | 0.92 | 11 | 2 | 8 | 0 | 36 | .
CCOC(=O)C1CCN(C(=O)Cc2ccc(OC)c(OC)c2)CC1 | 0.82 | -1 | 1 | -4 | -7 | 18 | 5 | 12 | -6.2
CCc1cc(-c2n[nH]c(=S)n2N)n(C)n1 | 0.96 | 4 | 0.96 | 21 | 2 | 4 | 0 | -5 | -7.3
CCOC(=O)COc1c(C=O)cc(Br)cc1OC | 0.92 | 4 | 0.96 | -2 | 13 | 8 | -3 | -2 | 1.6
CSc1ccc(C(=S)N2CCN(C)CC2)cc1 | 1.1 | 6 | 0.94 | 11 | -4 | -9 | -3 | -3 | 0.6
COCCn1c(-c2ccc(Cl)cc2)cnc1SCC(=O)NCCc1ccc(OC)c(OC)c1 | 0.95 | 1 | 0.99 | -11 | -17 | 5 | 1 | 1 | 2.7
Cc1ccc(S(=O)(=O)N2CCC(=O)N(CCOC(=O)Nc3ccc(F)cc3)CC2)cc1 | 0.87 | -16 | 1.2 | 18 | 3 | 13 | 1 | 5 | 1.9
Cc1cc(=O)oc(C)c1C(=O)NC1CC(C)(C)NC(C)(C)C1 | 1.1 | -1 | 1 | -4 | -3 | -6 | -2 | -20 | -2.3
O=C(CN1CCOCC1)NNC(=S)Nc1ccc(Cl)cc1 | 1.7 | 7 | 0.93 | -6 | 4 | -66 | -1 | -6 | 0.3
Cc1ccc(CN(C(=O)c2c(F)cccc2F)C2CC(C)(C)NC(C)(C)C2)o1 | 0.76 | 2 | 0.98 | -3 | 0 | 24 | -1 | 2 | -1.8
NNC(=O)CCN1CCN(Cc2ccccc2)CC1 | 0.93 | 5 | 0.95 | -3 | -3 | 7 | -1 | 0 | -0.4
CCNC(=O)Nc1ccccc1C(=O)OC | 1.2 | -5 | 1.1 | -5 | -5 | -19 | -1 | 1 | 0.0
Cc1cc(Cl)c(S(=O)(=O)NCc2cccnc2)cc1OCC(=O)NC1CCCCC1 | 0.84 | -2 | 1 | -11 | -2 | 16 | -3 | -3 | 0.2
Cc1cc(NC(=O)CSc2nnc(-c3ccco3)n2C)no1 | 1.1 | -2 | 1 | -10 | 2 | -9 | 3 | -3 | -2.0
O=c1c2ccccc2nc(/C=C/c2ccccc2)n1CCCO | 0.99 | 4 | 0.96 | -13 | 1 | 1 | -1 | -5 | -0.6
Fc1cccc(CNCc2ccc3c(c2)OCO3)c1 | 0.84 | -4 | 1 | -26 | 1 | 16 | 0 | -8 | 0.6
